Assay outcomes as filed in PubChem BioAssay.
USP28 inh: inhibitors of human USP28 deubiquitinase; Q96RU2; purified USP28, Ub-rhodamine cleavage fluorescence, 30 min; inhibition, % at 25 µM; 47,000 tested, 3% active
USP8 inh: human USP8 deubiquitinase inhibition; purified USP8, Ub-rhodamine cleavage fluorescence, 30 min; 47,000 tested, 4.2% active; inhibition, % at 20 µM; P40818
USP7 block: human USP7 deubiquitinase inhibition; inhibition, % at 20 µM; purified USP7, Ub-rhodamine cleavage fluorescence; 47,000 tested, 0.3% active
USP10 block: inhibitors of human USP10 deubiquitinase; inhibition, % at 20 µM; 47,000 tested, 1.1% active; AID 1645856; purified USP10, Ub-rhodamine fluorescence, 60 min
Target sequence (Q14694 whole entry, looked up): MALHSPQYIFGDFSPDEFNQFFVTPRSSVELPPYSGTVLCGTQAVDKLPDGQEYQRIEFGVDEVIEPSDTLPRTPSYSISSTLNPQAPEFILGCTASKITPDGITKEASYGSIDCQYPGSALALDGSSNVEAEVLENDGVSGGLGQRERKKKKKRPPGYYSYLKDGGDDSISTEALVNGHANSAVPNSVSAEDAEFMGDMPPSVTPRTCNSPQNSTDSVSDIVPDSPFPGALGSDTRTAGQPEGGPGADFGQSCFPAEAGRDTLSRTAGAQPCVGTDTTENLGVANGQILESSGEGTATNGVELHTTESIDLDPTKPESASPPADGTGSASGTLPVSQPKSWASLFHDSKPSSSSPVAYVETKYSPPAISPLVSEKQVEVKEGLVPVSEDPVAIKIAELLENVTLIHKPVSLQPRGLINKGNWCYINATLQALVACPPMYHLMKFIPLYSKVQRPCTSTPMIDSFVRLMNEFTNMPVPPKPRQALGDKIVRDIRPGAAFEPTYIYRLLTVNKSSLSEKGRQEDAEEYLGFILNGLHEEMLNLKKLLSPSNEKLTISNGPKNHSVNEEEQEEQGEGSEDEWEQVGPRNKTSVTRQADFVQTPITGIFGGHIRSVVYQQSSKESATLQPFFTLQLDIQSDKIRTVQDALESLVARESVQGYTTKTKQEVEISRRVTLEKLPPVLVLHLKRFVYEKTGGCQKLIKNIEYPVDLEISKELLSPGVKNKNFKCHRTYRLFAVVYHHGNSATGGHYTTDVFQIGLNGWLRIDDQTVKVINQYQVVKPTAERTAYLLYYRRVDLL
OTUD3 block: blocks human OTUD3 ubiquitin-rhodamine cleavage. AID 1645858. purified OTUD3, Ub-rhodamine fluorescence, 2 h. Q5T2D3. 47,000 tested, 0.7% active. inhibition, % at 25 µM
USP30 block: blocks human USP30 ubiquitin-rhodamine cleavage; purified USP30, Ub-rhodamine cleavage fluorescence; Q70CQ3; inhibition, % at 25 µM; 47,000 tested, 5.3% active
UCHL1 block: blocks human UCHL1 ubiquitin-rhodamine cleavage. 47,000 tested, 0.2% active. inhibition, % at 20 µM. P09936. purified UCHL1, Ub-rhodamine cleavage fluorescence
Target sequence (P09936 whole entry, looked up): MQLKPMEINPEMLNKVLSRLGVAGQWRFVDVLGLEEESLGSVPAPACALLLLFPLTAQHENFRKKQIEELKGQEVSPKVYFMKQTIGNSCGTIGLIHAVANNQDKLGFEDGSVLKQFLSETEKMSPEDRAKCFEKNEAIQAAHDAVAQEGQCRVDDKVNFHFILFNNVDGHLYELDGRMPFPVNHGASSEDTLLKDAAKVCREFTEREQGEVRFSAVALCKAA
USP17 block: human USP17-like deubiquitinase inhibition. purified USP17, Ub-rhodamine cleavage fluorescence, 3 h. inhibition, % at 50 µM. 47,000 tested, 6.5% active. A8MUK1
* = called active by the depositor; i = inactive; nt = no result given. No stated cut-off is given here; in the data, active means inhibition above about 30%; inactive means the rest.

SMILES	USP28 inh	USP8 inh	USP7 block	USP10 block	OTUD3 block	USP30 block	UCHL1 block	USP17 block
CC(C)(C)c1ccc(NC(=O)CCn2ccc(=O)[nH]c2=O)cc1	6	3	1	4	12	40*	3	1
Cc1ccc(N(CC(=O)N2CCN(c3cccc(Cl)c3)CC2)S(=O)(=O)c2c(C)nn(C)c2C)cc1	-17	0	-7	0	-10	-46	4	-12
CCc1cccc(-n2nnnc2N2CCN(C(=O)Nc3ccc(OC)c(OC)c3)CC2)c1	-5	-20	-18	-2	-8	-5	0	-7
Cc1ccc2c(Nc3ccc(C(N)=O)cc3)c(C(=O)N3CCOCC3)cnc2n1	-10	-2	-7	-5	-12	-29	-8	-11
O=C1OC(C(=O)N2CCN(C(=O)c3ccco3)CC2)Cc2ccccc21 (stereo unspecified)	-11	-12	-1	-2	-9	-11	1	-3
Cc1cc(C)c(S(=O)(=O)Nc2ccc(Cn3cncn3)cc2)c(C)c1	-3	3	-6	-2	-6	-46	4	-42
CN(C)C(=O)N1C[C@@H]2c3nccn3-c3ccccc3[C@@H]2C1	-7	-1	0	0	0	0	-1	2
O=C(Nc1ccc(F)cc1F)N1CCc2nc(N3CCCCC3)ncc2C1	-1	-19	0	-1	1	-21	1	15
CS(=O)(=O)Nc1cccc(NC(=O)c2cccc3ncccc23)c1	9	17	0	-5	10	-33	11	17
CCCCOc1cccc(C(=O)Nc2cccc3cccnc23)c1	9	27	13	12	12	6	8	12
Cc1sc(NC(=O)Cn2nnc3ccccc32)nc1-c1ccc2c(c1)CCN2C(=O)c1ccccc1F	-4	50*	9	56*	3	3	3	14
Cc1cccc(Nc2cc(C3CCCN3C(=O)c3cccnn3)ccn2)n1 (stereo unspecified)	-19	19	0	-2	-7	-28	-1	-1
O=C(Cn1cccc(-c2nc(-c3ccccc3)no2)c1=O)Nc1ccccc1F	7	90*	22	-6	6	-13	4	33*
CC1CCN(Cc2nnc(-c3cn(CC(=O)N4CCCCCC4)c4ccccc34)o2)CC1	-12	-2	-14	-4	-13	-7	0	-8
O=C(Nc1ccc(F)cc1F)c1ccc(-n2nnc3cccnc32)cc1	0	0	-2	-3	0	-38	-5	-6
Cn1c(-c2ccccc2)c(C2c3ccccc3C(=O)N2CC(=O)NCC(N)=O)c2ccccc21 (stereo unspecified)	4	6	-16	-6	4	-16	2	0
C=C1C(=O)O[C@H]2C=C(C)C=C[C@@]3(C)CC[C@@]1(O)[C@H]23	3	1	11	0	8	8	2	0
Cc1ccc(OCC(=O)N[C@@H](C)c2nnc3ccccn23)cc1C	23	-11	5	2	9	23	0	5
Cc1nc(C2CN(Cc3ccc4c(c3)OCCO4)CCO2)cc(=O)[nH]1 (stereo unspecified)	3	4	-1	1	11	12	-1	8
O=C(C[n+]1cc(-c2ccccc2)n2c1CCC2)c1cccc([N+](=O)[O-])c1	15	-116	4	3	15	31*	2	-11

Continued; it opens with the two that closed the last part.
SMILES	USP28 inh	USP8 inh	USP7 block	USP10 block	OTUD3 block	USP30 block	UCHL1 block	USP17 block
Cc1nc(C2CN(Cc3ccc4c(c3)OCCO4)CCO2)cc(=O)[nH]1 (stereo unspecified)	3	4	-1	1	11	12	-1	8
O=C(C[n+]1cc(-c2ccccc2)n2c1CCC2)c1cccc([N+](=O)[O-])c1	15	-116	4	3	15	31*	2	-11
Cc1ccc(CN2C(=O)c3cc4ccccc4n3CC2(C)C(=O)NCCC(C)C)o1 (stereo unspecified)	1	8	3	2	-7	10	0	0
Cc1ccc2c(c1)c(N1CCCC1=O)c(C(=O)NCCC1=CCCCC1)n2C	0	-2	nt	-1	6	0	4	-1
COc1ccc(C2CCCN2Cc2nc(N)nc(Nc3ccc(C)cc3)n2)c(OC)c1 (stereo unspecified)	-81	5	-14	-10	-72	-313	-20	-96
Cc1cccc(C(=O)N[C@@H]2C(=O)Nc3c(c(C)nn3C)[C@H]2c2cc(Cl)c3c(c2)OCCO3)c1	1	10	6	-2	-2	-9	5	-1
CCOC(=O)N1CCN(C(=O)[C@H](C)NC(=O)c2cc3c(OC)c(OC)ccc3[nH]2)CC1	-8	16	-4	1	-1	-5	-2	2
CC(C)CN1C[C@@H]2[C@@H](C(=O)NC(C)C)CCS(=O)(=O)[C@@H]2C1	-8	-46	-3	3	2	3	-5	-13
CCc1cnc(N2CC[C@H]3[C@H]2CCN3S(=O)(=O)C2CC2)nc1	-7	-6	-4	-5	-6	-27	-3	-33
Cc1nc(C2CCN(C(=O)Cn3cncn3)CC2)c2sccn12	6	13	8	3	11	19	3	13
CS(=O)(=O)N1CCC2(CCC(c3cccnc3)c3ccccc32)CC1 (stereo unspecified)	3	3	-1	1	4	2	2	-8
Cc1cccc2cc3c(nc12)N(S(=O)(=O)c1ccc(F)cc1)CC3	2	4	1	3	4	-4	2	3
COc1nccc(N2CCC(CC(=O)NC3CCCCC3)CC2)n1	8	0	1	0	15	23	0	4
COc1cc(OC)cc(-c2nnc(NC(=O)c3ccc([N+](=O)[O-])o3)o2)c1	22	-100	3	6	40*	40*	2	51*
Cc1cccc(-c2cc(NC(=O)c3ccc(Br)cc3)n[nH]2)c1	20	2	0	10	0	14	5	7
CCc1nc(-c2ccnc(N3CCOCC3)c2)no1	0	3	-1	5	6	6	-2	3
CNc1nc2c(c(=O)n1C)CCN(C(=O)Nc1ccc(C(F)(F)F)cc1)C2	3	13	-115	2	3	9	5	11
Cc1[nH]n(-c2nc(-c3ccccc3F)cc(=O)[nH]2)c(=O)c1CCO	-10	-227	0	2	1	0	-1	-36
CC(C)C(=O)N1C[C@H]2CN(C(=O)c3cscn3)C[C@H]2C1	6	21	6	2	12	13	2	15
Cc1cccc(OCC(=O)Nc2cc(F)c3nc(N4CCOCC4)ccc3c2)c1	-51	60*	-11	-10	-53	-139	-5	-12
O[C@H]1[C@H](NC2CCOCC2)[C@@H](c2ccncc2)C[C@H]1O	-14	-7	0	0	-4	-46	-4	-43
COc1ccccc1-c1cnc(C(O)c2cc(C)ccc2C)[nH]1 (stereo unspecified)	0	1	0	0	0	-13	1	-14
COc1cc(C)cc(O)c1C(=O)c1c(OC)cc(O)cc1C(=O)O	5	1	6	7	7	11	4	7
CN1CCC2(Cc3ccccc3CN(C(=O)C3CCCC3)C2)C1 (stereo unspecified)	-5	2	-7	0	-4	-14	-1	-19
COc1ccc(CNC(=O)C2(c3ccc(Cl)cc3)CCCC2)cc1	-8	0	-22	-2	-11	-20	0	-15
Cc1cccc(NC(=O)Cn2c(-c3nc(C)no3)cccc2=O)c1	9	7	0	-1	0	7	2	-1
Cc1ccc(-c2nc(NC(=O)COc3cc(C)cc(C)c3)no2)cc1	-9	3	4	11	-7	0	-2	1
CC(C)n1ncc2c(C(=O)NCCc3ccc(F)cc3)cc(C3CC3)nc21	42*	-2	-3	-1	-6	-24	3	0
COc1ccc2c(c1)c(C(=O)CSc1nc(C)nc3c1oc1ccccc13)c(C)n2C	1	13	7	5	10	28	2	23
CCCn1cnc2cc(-c3noc(CNC(=O)c4cccs4)n3)ccc21	9	33*	6	-2	6	23	0	5
CCC1CCCCN1c1cc(=O)n2ccccc2n1 (stereo unspecified)	-11	-5	nt	0	-6	-7	-2	-6
NC(=O)c1cc(NC(=O)c2ccc3ccccc3c2)cc(C(N)=O)c1	57*	1	6	3	7	66*	3	66*
O=C(Nc1ccccc1Cl)c1cc2c(=O)n3ccccc3nc2n1Cc1ccccc1	-7	-2	-14	-4	-7	-5	-1	-10
CCOc1c(OC)cccc1C1CN2C(=O)CN(C)C(=O)[C@]2(C)c2[nH]c3ccccc3c21 (stereo partly specified)	1	-34	4	-3	1	2	2	-3
C[C@@]12C[C@H](CN)N(C(=O)CCc3cccnc3)[C@@H]1CCCC[C@H]2O	-1	-3	6	-1	0	3	-2	7
Cc1ccn2c(NC(=O)c3cc(S(C)(=O)=O)ccc3Cl)c(-c3ccccc3)nc2c1	-4	-7	-6	-2	-4	-27	2	25
O=C(NCCCN1CCCC1)c1ccc(CS(=O)(=O)c2ccc(Br)cc2)o1	-6	-3	-11	-4	-12	-24	-3	40*
c1ncc(Nc2nccc(C3CCCCN3)n2)cn1 (stereo unspecified)	-126	-25	-83	-5	-138	i	-71	-112
CN(c1ccccc1)c1nc(-c2ccccc2)no1	15	0	-5	-1	-4	-57	-1	-11
COc1ccccc1C(=O)Nc1ccc(CN2CCCCC2)cc1	-4	7	2	1	0	-3	0	0
COc1ccc(Nc2nc(C)c3c(n2)CCCC3=O)cc1	0	6	-4	1	-1	3	1	0
COC(=O)CN1Cc2c(C(=O)N3CC=CC3)ncn2-c2ccccc2S1(=O)=O	-14	-1	-5	-5	-14	-71	-7	-17
Cc1cnc(C2CN(C(=O)C3(c4ccccc4)CCCC3)CCO2)[nH]1 (stereo unspecified)	-3	0	0	0	-10	-3	0	-9
O=C(NC1CCCCC1)c1csc(C(=O)N2CCCC2)n1	14	1	-1	0	14	22	0	11
Cc1cc(Cl)ccc1Nc1nc(Nc2cccc(F)c2)nc2nccnc12	-277	-165	-100	-5	-175	i	-92	-181
Cc1cc(C(=O)N2CCc3nc(C(=O)NCC(C)C)sc3CC2)no1	-7	2	-1	-1	-13	-8	1	0
COc1ccc(C(=O)CN2C(=O)COc3cc(C(=O)N4CCN(C(C)C)CC4)ccc32)cc1	-7	-6	-1	-3	-6	-20	-2	-8
O=C(CCc1ccccc1)N1CCC[C@H]1Cn1nnc(-c2cccnc2)n1	8	10	3	3	9	27	-2	7
COc1ccccc1NC(=O)NC1CCN(c2ccccc2)C1=O (stereo unspecified)	-10	2	0	0	-3	-7	-3	12
COc1ccc(CC(=O)N2CCN(S(=O)(=O)c3c(C)nn(C)c3C)CC2)cc1	-7	2	0	1	-3	0	-3	3
Cc1sc(NC(=O)CN(C)C2CCCCC2)nc1-c1ccc2c(c1)CCN2C(=O)c1ccccc1F	9	38*	-30	-3	-6	-38	-5	16
Cc1ccc(C)c(S(=O)(=O)Nc2ccc(C(=O)NCc3ccccc3)cc2)c1	-17	-6	4	8	2	-6	2	-17
Cc1cccc(NC(=O)N2CCC3(CC2)COCCN(Cc2cccnc2)C3)c1	12	-8	0	-5	4	1	-1	5
COc1ccc(CNc2ncc(C(=O)NCCN3CCOCC3)c(C)n2)cc1	-16	-19	-2	-4	-10	-30	-6	-11
COc1cc2c(cc1CN1CC[C@@H]3CN(C(C)=O)C[C@]3(NC(C)=O)C1)CCCC2	-13	0	-6	-4	-10	-28	-2	-2
COc1cccc(CN2CCCC(c3[nH]nc4nccnc34)C2)c1 (stereo unspecified)	2	-6	0	0	6	16	2	0
CC(=O)Nc1cccc(-c2csc(C(O)c3ccccc3)n2)c1 (stereo unspecified)	nt	-1	0	3	4	nt	3	8
CCc1nc(SCc2nc(N)nc(Nc3ccccc3)n2)n[nH]1	8	76*	-2	2	0	14	2	17
COc1cccc(C(=O)N2CCN(c3nc(C)cc(N4CCN(C)CC4)n3)CC2)c1OC	7	8	2	-1	10	8	2	10
COc1ccc(CNC(=O)Cc2cccc3ccccc23)cc1OC	8	0	4	-1	21	30*	1	24
CCCN1CCN(S(=O)(=O)c2cc3n(c2)CCCNC3=O)CC1	nt	0	-1	1	-4	nt	-1	-25
Cc1cc(N2CCCC2c2cncc(-c3ncc[nH]3)n2)ncn1 (stereo unspecified)	1	13	3	-4	1	15	-1	3

Entries listed so far that contain fluorine (eleven):
SMILES	USP28 inh	USP8 inh	USP7 block	USP10 block	OTUD3 block	USP30 block	UCHL1 block	USP17 block
O=C(Nc1ccc(F)cc1F)N1CCc2nc(N3CCCCC3)ncc2C1	-1	-19	0	-1	1	-21	1	15
Cc1sc(NC(=O)Cn2nnc3ccccc32)nc1-c1ccc2c(c1)CCN2C(=O)c1ccccc1F	-4	50*	9	56*	3	3	3	14
O=C(Cn1cccc(-c2nc(-c3ccccc3)no2)c1=O)Nc1ccccc1F	7	90*	22	-6	6	-13	4	33*
O=C(Nc1ccc(F)cc1F)c1ccc(-n2nnc3cccnc32)cc1	0	0	-2	-3	0	-38	-5	-6
Cc1cccc2cc3c(nc12)N(S(=O)(=O)c1ccc(F)cc1)CC3	2	4	1	3	4	-4	2	3
CNc1nc2c(c(=O)n1C)CCN(C(=O)Nc1ccc(C(F)(F)F)cc1)C2	3	13	-115	2	3	9	5	11
Cc1[nH]n(-c2nc(-c3ccccc3F)cc(=O)[nH]2)c(=O)c1CCO	-10	-227	0	2	1	0	-1	-36
Cc1cccc(OCC(=O)Nc2cc(F)c3nc(N4CCOCC4)ccc3c2)c1	-51	60*	-11	-10	-53	-139	-5	-12
CC(C)n1ncc2c(C(=O)NCCc3ccc(F)cc3)cc(C3CC3)nc21	42*	-2	-3	-1	-6	-24	3	0
Cc1cc(Cl)ccc1Nc1nc(Nc2cccc(F)c2)nc2nccnc12	-277	-165	-100	-5	-175	i	-92	-181
Cc1sc(NC(=O)CN(C)C2CCCCC2)nc1-c1ccc2c(c1)CCN2C(=O)c1ccccc1F	9	38*	-30	-3	-6	-38	-5	16
